M. tuberculosis HTS: M. tuberculosis growth inhibition, HTS (AID 449762) | M. tuberculosis H37Rv growth inhibition, 7H9 media; higher % means a stronger effect | inhibition, % at 25 µM; hits with a dose series show IC50 in µM | 0.59% of 330,000 active; in the data active = a potency from the dose series; inconclusive = inhibition above about 70% without an active follow-up result;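 note: bacterial growth assessed after seven days of incubation; strong numbers were not always called active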
M. tuberculosis: growth inhibition of non-replicating M. tuberculosis (AID 488890); Mycobacterium tuberculosis non-replicating, growth inhibition; higher % means a stronger effect; one-dose inhibition, % at 25 µM; IC50 in µM for titrated hits; 0.39% of 320,000 active; in the data active = a potency from the dose series; inconclusive = inhibition mostly from about 82% at the one dose, without a potency; inactive = the rest, 99 in 100 with inhibition below about 76%;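 note: plate controls were DMSO cells for no effect and high antibiotic wells for full effect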
influenza NS1A: H1N1 influenza NS1A inhibitors, functional cell based assay (AID 504329) | NS1A functional cell-based assay, percent inhibition; higher % means a stronger effect | 0.3% of 340,000 active | inhibition, % at 12.5 µM, or IC50 in µM where a hit was titrated; in the data active = a potency from the dose series; inconclusive = inhibition above about 27% without an active follow-up result; note: strong numbers were not always called active
VEEV TC-83 Vero: inhibitors of VEEV TC-83 cytopathic effect, confirmation, Vero cells (AID 588727) | Vero cells, VEEV TC-83 cytopathic effect inhibition; higher % means a stronger effect | inhibition, % at 20 µM; hits with a dose series show IC50 in µM | 0.13% of 350,000 active; in the data active = a potency from the dose series; inconclusive = inhibition mostly from about 14% at the one dose, without a potency; inactive = the rest, 99 in 100 with inhibition below about 12%; note: strong numbers were not always called active
Salmonella PhoP GFP: PhoP regulon inhibitors, Salmonella typhi PhoP promoter GFP reporter, confirmatory (AID 1850) | Salmonella Typhi PhoP-promoter GFP reporter, fluorescence, 4 h; higher % means a stronger effect | 0.33% of 310,000 active | inhibition, % at 50 µM; hits with a dose series show IC50 in µM; in the data active = a potency from the dose series; inconclusive = inhibition mostly from about 25% at the one dose, without a potency; inactive = the rest, 99 in 100 with inhibition below about 19%;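 note: 0% = induced wells with vehicle and 100% = uninduced wells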
VEEV TC-83 Vero 10K pilot screen: also measured in VEEV TC-83 Vero; calls as there; inhibition, %; measured here: 10K pilot screen inhibition
* marks the source's active call; other numbers are inactive results; i = inactive; ? = inconclusive; · = not tested or not shown.

SMILES	M. tuberculosis HTS	M. tuberculosis	influenza NS1A	VEEV TC-83 Vero	Salmonella PhoP GFP	others
Cc1cc(=O)n2c3ccccc3n(CC(O)CN3CCOCC3)c2c1C#N (centres undefined)	9%	10%	11%	0.8%	11%
Oc1c(C(c2ccc(F)cc2)N2CCc3ccccc3C2)sc2ncnn12 (centres undefined)	-8%	13%	-4%	1.5%	1%
CC(=O)Nc1ccccc1NC(=O)C/C(C)=N/NC(=O)c1ccccn1	?	17%	4%	0.3%	5%
CC(C(=O)NCCCc1ccccc1)n1cccc1C(=O)c1ccccc1 (centres undefined)	4%	35%	-6%	i	-9%
O=c1[nH][nH]c(C(F)(F)F)c1C=Nc1ccccc1Cl	-8%	-12%	-6%	3.3%	-2%
Cc1cc(S(=O)(=O)N2CCN(CC(=O)NC(C)(C#N)C3CC3)CC2)ccc1Br (centres undefined)	·	·	-8%	5.8%	·
O=S(=O)(Nc1ccc(Cc2ccncc2)cc1)c1ccc(Br)cc1	·	·	-1%	i	0%
COc1cc2c(cc1OC)CN(S(=O)(=O)c1cccs1)CC2	0%	-1%	-10%	i	0%
N/N=C(\c1ccccc1)C12CN3CN(CN(C3)C1)C2	3%	7%	-1%	i	-4%
Cc1cc2cc(C(c3nnnn3Cc3ccco3)N3CCc4ccccc4C3)c(=O)[nH]c2cc1C (centres undefined)	?	27%	0%	10%	-11%
CCOC(=O)C1(Cc2cccc(OC)c2)CCN(Cc2cccc(OC)c2OC)CC1	3%	26%	-6%	i	6%
Fc1ccccc1-c1csc(=Nc2cccnc2)n1CC1CCCO1 (centres undefined)	0%	67%	17%	1.7%	-2%
NC1=C(Cl)C(=O)c2ccc(S(N)(=O)=O)cc2C1=O	·	·	-2%	i	·
Cc1ccc(OCC(=O)Nc2cccc(S(=O)(=O)N3CCCCC3)c2)c([N+](=O)[O-])n1	7%	0%	3%	3.4%	0%
Cn1cccc1Cc1nnc(SCC(=O)NCc2ccc(F)cc2)n1-c1ccc(F)cc1	-1%	32%	3%	0.6%	6%
C[N+](C)(C)CC=O	-1%	-1%	0%	0.1%	-12%
Cc1cc(NC(=O)CCC(=O)N(CC(=O)NC2CCCC2)c2ccc(C)c(F)c2)no1	0%	4%	2%	0.1%	2%
CCN(CC)CCCNC(=O)CC1Oc2ccc(C)cc2NC1=O (centres undefined)	0%	-1%	3%	0.3%	-7%
CCOc1ccccc1C1C(C(=O)Nc2ccccc2OC)=C(C)Nc2nc(CCCO)nn21 (centres undefined)	3%	4%	-4%	?	·
CC(C)(C)OC(=O)N[C@@H](Cc1ccccc1)[C@H](O)c1ccco1	4%	5%	-12%	i	-5%
CC(C(=O)NCc1ccc2c(c1)OCO2)c1ccc([N+](=O)[O-])cc1 (centres undefined)	12%	63%	-8%	i	-4%
O=C(COc1ccc(S(=O)(=O)NC2CCCC2)cc1)NCC1CCCO1 (centres undefined)	0%	1%	0%	0.3%	-5%
COc1cc(OC)cc(-c2c(C#Cc3ccsc3)c3cc(-c4ccc(OC)cc4F)ccc3n2C)c1	-8%	2%	0%	0.9%	·
Cc1cc(S(=O)(=O)Nc2ccc(C(=O)NCCCN3CCOCC3)cc2)ccc1F	-14%	-8%	-1%	1.3%	7%
O=C(CNC(=O)C1(c2ccccc2)CC1)Nc1ccc(F)c(F)c1	-6%	-17%	-5%	2.3%	-2%
COc1ccc(OC)c(/C=N/NC2=NS(=O)(=O)c3ccccc32)c1	5%	-6%	-12%	0.1%	-1%
COc1cc(OC)cc(C(=O)NNC(=O)c2ccc(S(=O)(=O)N(C)c3ccccc3OC)cc2)c1	-13%	29%	2%	1.2%	16%
CCOc1ccccc1OCCC(=O)OCC(=O)c1ccc[nH]1	6%	34%	-3%	0.2%	4%
CC1(OC(=O)CCc2ccccc2)C(=O)C=C2C=C(c3ccc(C#N)cc3)N(Cc3ccco3)C=C2C1=O (centres undefined)	0%	6%	8%	0.2%	-4%
Cc1ccc(NC(=O)CSc2nnc(-c3cccs3)n2Cc2ccco2)cc1	-8%	20%	5%	3.5%	-1%
CN(CC(=O)Nc1ccccc1C(F)(F)F)C(=O)CN1C(=O)C2CCCCC2C1=O (centres undefined)	-7%	-6%	-5%	1.6%	-4%
CCCOc1ccc(NC(=O)C2OC3OC(C)(C)OC3C3OC(C)(C)OC23)cc1 (centres undefined)	-5%	-8%	·	·	-11%
Cc1cccc(C2c3[nH]c4ccccc4c3CCN2C(=O)c2cn(C)c3ccccc3c2=O)n1 (centres undefined)	3%	6%	2%	11%	-23%
COc1ccccc1CNC(=O)C(c1ccccc1)c1ccccc1	-4%	6%	-5%	1.0%	3%
CN(C(=O)C1CCCO1)c1nnc(-c2ccncc2)s1 (centres undefined)	-4%	-9%	1%	i	0%	VEEV TC-83 Vero 10K pilot screen=1.2
N#Cc1c(-c2ccccc2)nc(SCC(=O)NC2CCCCC2)[nH]c1=O	-2%	12%	-5%	0.6%	9%
O=C(CN1C(=O)c2ccccc2C1=O)NCCOc1ccccc1	3%	-13%	-2%	0.1%	2%
Cc1c(NC(=O)Nc2ccccc2C(F)(F)F)c(=O)n(-c2ccccc2)n1C	1%	-7%	-6%	i	8%
CCCCOP(=O)(OCCCC)/C(C#N)=C(/C)O	3%	5%	-14%	0.3%	-7%
COCCNC(=O)/C(C#N)=C\c1ccc(CNS(=O)(=O)c2ccc(C)cc2)o1	-9%	-2%	1%	2.5%	-3%
CCOc1ccc2nc(C(=O)N3CCCC(C)C3)sc2c1 (centres undefined)	?	68%	-11%	3.5%	-4%
Cc1c(C(=O)Nc2ccc3c(c2)CCC3)cccc1[N+](=O)[O-]	6%	-4%	0%	0.7%	5%
COc1ccc(CC(=O)N2N=C(c3ccncc3)CC2(O)C(F)(F)F)cc1 (centres undefined)	-7%	36%	1%	0.7%	3%
O=C(CSc1nnnn1-c1ccc(O)cc1)NC1CCCCC1	4%	7%	-3%	1.5%	6%
CCCCNC(=O)N(C)c1nc2ccccc2s1	3%	33%	1%	i	2%
CCOC(=O)N1CCN(CC(=O)Nc2c(C(=O)OC)[nH]c3cc(C)ccc23)CC1	-4%	-2%	0%	11%	-9%
c1ccc(-c2cc3c(N4CCN(c5ccccc5)CC4)ncnc3s2)cc1	?	34%	3%	?	7%
Cc1ccc(C)c(NC(=S)NCCc2cnc[nH]2)c1	-3%	-10%	0%	0.2%	13%
C#CCOCCOCCOCCNc1nc(N2CCN(C(=O)Cn3cc(CCO)nn3)CC2)nc(N2CCN(C(=O)[C@H]([C@@H](C)CC)n3cc(CCCCN)nn3)CC2)n1	·	·	3%	0.2%	·
N#Cc1cc(NC(=O)c2ccc(F)cc2)c(=O)n2c1[nH]c1ccccc12	38%	1%	·	·	-1%

Two compounds picked at random from those above, as already listed:
SMILES	M. tuberculosis HTS	M. tuberculosis	influenza NS1A	VEEV TC-83 Vero	Salmonella PhoP GFP	others
COc1ccc(CC(=O)N2N=C(c3ccncc3)CC2(O)C(F)(F)F)cc1 (centres undefined)	-7%	36%	1%	0.7%	3%
CCCCNC(=O)N(C)c1nc2ccccc2s1	3%	33%	1%	i	2%

(further entries)
SMILES	M. tuberculosis HTS	M. tuberculosis	influenza NS1A	VEEV TC-83 Vero	Salmonella PhoP GFP	others
Cc1ccc(S(=O)(=O)N2CCCC2C(=O)OCc2nc3sc(C)c(C)c3c(=O)[nH]2)cc1 (centres undefined)	-6%	-5%	3%	1.1%	1%
COc1ccc(N2C(=O)c3ccccc3NC23C(=O)N(C)c2ccccc23)cc1 (centres undefined)	-8%	2%	22%	1.6%	3%
Cc1cc(C)n2nc(S(=O)(=O)N(C)Cc3ccccc3)nc2n1	-13%	-2%	4%	i	-7%
COC(=O)c1c(C)oc(C)c1S(=O)(=O)NCc1ccc(Cl)cc1	3%	7%	1%	4.0%	-2%
O=S(=O)(c1ccc(Br)cc1)c1nc(-c2ccccc2)oc1NCCN1CCOCC1	6%	-7%	>100µM*	3.2%	6%
C/C=C/c1ccc(OCCOc2ccc(C=O)cc2OC)c(OC)c1	9%	49%	-7%	3.5%	-2%
CCN(CC)CCC(c1ccc2c(c1)OCO2)c1c(OC)cc(OC)c2c(-c3ccccc3)cc(=O)oc12 (centres undefined)	-2%	76%	15%	i	7%	VEEV TC-83 Vero 10K pilot screen=2.2
O=C(CCCC1=NS(=O)(=O)c2ccccc2N1)OCc1ccc(Cl)cc1	2%	36%	-4%	0.5%	-16%
CC(C)=CCN1CCN(Cc2cccn2-c2ncccn2)CC1CCO (centres undefined)	11%	25%	8%	0.3%	1%
COc1ccc(CCNCc2ccc(OCc3ccc(Cl)nc3)c(OC)c2)cc1OC	3%	3%	0%	i	7%
O=C(CCc1ccccc1)N1CCN(Cc2ccc(F)cc2Cl)CC1	3%	21%	-10%	i	-1%
Cc1ccc(/C=C/C(=O)C2C(=O)c3ccccc3C2=O)cc1	?	?	-14%	0.9%	-3%
CCC(C)(C(=O)NC1CCCC1)N(Cc1ccco1)C(=O)Cc1cccs1 (centres undefined)	7%	-7%	10%	4.6%	8%
COc1ccc(C(CNc2ccc(C(F)(F)F)cn2)N(C)C)cc1OC (centres undefined)	5%	14%	5%	0.9%	-5%
O=S1(=O)CCC(N=Cc2cc(Br)ccc2O)C1 (centres undefined)	0%	2%	-3%	0.7%	4%
CC(=O)Nc1ccc(N(C(=O)Cc2c[nH]c3ccccc23)C(C(=O)NC2CCCCC2)c2ccco2)cc1 (centres undefined)	-11%	30%	8%	0.2%	-3%
COCCSc1ccccc1C(=O)Nc1cc(C)on1	0%	-3%	-7%	0.6%	-5%
CCCn1nc(NC(=O)c2ccccn2)c2cc3cc(C)ccc3nc21	5%	39%	-4%	i	8%
O=C(/C=C/c1ccco1)NCC(=O)N/N=C/c1ccc(Cl)cc1	-5%	-1%	0%	i	1%
CN(C)c1ccc(NC(=O)CCn2c(=S)oc3ccccc32)cc1	7%	21%	16%	0.0%	-3%
CN1CCC(N(C)C(=O)c2cccc(S(=O)(=O)N3CCOCC3)c2)CC1	-11%	-12%	-4%	0.1%	·
C/C(=N\NC(=O)c1c[nH]c2ccccc12)c1ccc2c(c1)OCO2	13%	18%	2%	2.6%	-8%
NC1=NC(=O)C(CC(=O)NCc2ccccc2)S1 (centres undefined)	1%	-12%	3%	0.4%	-5%
O=C(O)c1c[nH]c2c([N+](=O)[O-])cccc2c1=O	·	·	-14%	1.6%	·
COc1ccc(N2CCN(C(=O)Cc3ncc(C(F)(F)F)cc3Cl)CC2)cc1	5%	1%	-9%	0.7%	4%
Cc1ccc(C(=O)Nc2cccnc2)cc1S(=O)(=O)N1CCOCC1	7%	-10%	-2%	1.9%	8%
Cc1sc2ncnc(N[C@@H](CCC(=O)O)C(=O)O)c2c1C	3%	-5%	9%	1.7%	10%
CC(=O)NC1CC2CCCC(C1)N2 (centres undefined)	5%	-13%	-3%	0.1%	0%
CC(OC(=O)CCN=C1NS(=O)(=O)c2ccccc21)C(=O)Nc1ccc(F)cc1 (centres undefined)	0%	-3%	0%	4.3%	-6%
CC(C)(C)OC(=O)C[C@@H]1C/C=C\C[C@H](CC(=O)NCCO)C(=O)N[C@@H](Cc2ccccc2)COC1=O	4%	6%	-6%	0.4%	·
COc1ccc2c(Cl)c(C(=O)NCCc3ccc(S(N)(=O)=O)cc3)sc2c1	-5%	23%	0%	3.1%	-2%
CCOC(=O)c1c(C)[nH]c(NC(=O)Nc2c(C)n(C)n(-c3ccccc3)c2=O)c1C	-2%	5%	2%	0.6%	3%
COc1ccc(-c2noc(N3CCC(C(=O)Nc4ccc(OC)cc4OC)CC3)n2)cc1	-5%	2%	10%	1.1%	-8%	VEEV TC-83 Vero 10K pilot screen=0.9

Part of the list above in order of molar mass, low to high:
SMILES	M. tuberculosis HTS	M. tuberculosis	influenza NS1A	VEEV TC-83 Vero	Salmonella PhoP GFP	others
O=C(O)c1c[nH]c2c([N+](=O)[O-])cccc2c1=O	·	·	-14%	1.6%	·
Cc1sc2ncnc(N[C@@H](CCC(=O)O)C(=O)O)c2c1C	3%	-5%	9%	1.7%	10%
Cc1ccc(C(=O)Nc2cccnc2)cc1S(=O)(=O)N1CCOCC1	7%	-10%	-2%	1.9%	8%
CCOC(=O)c1c(C)[nH]c(NC(=O)Nc2c(C)n(C)n(-c3ccccc3)c2=O)c1C	-2%	5%	2%	0.6%	3%
COc1ccc(-c2noc(N3CCC(C(=O)Nc4ccc(OC)cc4OC)CC3)n2)cc1	-5%	2%	10%	1.1%	-8%	VEEV TC-83 Vero 10K pilot screen=0.9

Compound activity (PubChem BioAssay)
